From PubChem BioAssay
NCI-60 one-dose screen, 48 h, at 10 µM unless noted. Numbers give growth in % (100 = growth as untreated, 0 = no growth, -100 = all killed).
CCRF-CEM = CCRF-CEM leukemia | 7% of 77,000 active | AID 1794778
RPMI-8226 = RPMI-8226 leukemia cells; 7.5% of 77,000 active; AID 1794781
EKVX = EKVX NSCLC | AID 1794765 | 3% of 71,000 active
M14 = M14 melanoma; 6.2% of 80,000 active; AID 1794745
A549/ATCC = A549/ATCC NSCLC; 3.7% of 81,000 active
MOLT-4 = MOLT-4 leukemia cells; AID 1794779; 6.9% of 80,000 active
HOP-62 = HOP-62 NSCLC. 3.9% of 80,000 active. AID 1794735
HOP-92 = HOP-92 NSCLC cells. 6.3% of 71,000 active
Starred values were filed as active, the others as inactive; . = no result given. How the source made its calls: active means growth percent below 10; inactive means the rest.

1) CC(=O)O[C@]1(C(C)=O)CCC2C3C=C(Cl)C4=CC(=O)CC[C@]4(C)C3CC[C@@]21C (some centres not stated)
2) Cc1ccc2cnc(N)c(C#Cc3cncc(C(=O)NCCN4CCCCC4)c3)c2c1
3) Cn1cc(-c2csc(-c3ccc4ccccc4c3)n2)c2cc(F)ccc21
4) C[C@@]1(CCO)C[C@H]1/C=C/c1ccccc1
5) Cc1ccc2nc(COc3ccc(C(=O)NNC(=S)NC4CCCCC4)cc3)[nH]c2c1
6) O=C1CC(=Nc2ccc([N+](=O)[O-])cc2)NN1c1c(Cl)cc(Cl)cc1Cl

| screen / no. | 1 | 2 | 3 | 4 | 5 | 6 |
| --- | --- | --- | --- | --- | --- | --- |
| CCRF-CEM | 80 | 88 | . | 111 | 95 | 88 |
| RPMI-8226 | 64 | 97 | . | 108 | 94 | 101 |
| EKVX | 78 | 103 | 90 | 97 | 105 | 93 |
| HOP-62 | 111 | 106 | . | 99 | 92 | 112 |
| M14 | 101 | 99 | 91 | 94 | 116 | 109 |
| HOP-92 | 76 | 90 | . | 89 | 100 | 77 |
| A549/ATCC | 81 | 100 | 78 | 107 | 96 | 101 |
| MOLT-4 | 64 | 69 | 92 | 99 | 89 | . |

7) Cc1cc2c(C(C)C)c(O)c(O)c(C=NCCCCC(=O)O)c2c(O)c1-c1c(C)cc2c(C(C)C)c(O)c(O)c(C=NCCCCC(=O)O)c2c1O
8) CC(C)CCNC(=O)Cn1ccc(Nc2ccccc2)cc1=O
9) CCCCCCCCCCCCCCCC(=O)O[C@@H]1[C@@H](O)[C@@H](O)C([C@H](NC(=O)[C@@H]2C[C@@H](CCC)CN2C)[C@H](C)Cl)O[C@@H]1SC (some centres not stated)
10) COc1ccc(-c2cc(-c3cccc(Cl)c3)c(C#N)c(=O)[nH]2)c(OC)c1
11) NC1=NC(c2ccccc2Cl)N=C(Nc2nn[nH]n2)N1 (configuration not stated)
12) Cc1ccc2nc(NC(=O)CSc3nc(-c4coc5ccccc5c4=O)c(C#N)c(=O)[nH]3)sc2c1

| screen / no. | 7 | 8 | 9 | 10 | 11 | 12 |
| --- | --- | --- | --- | --- | --- | --- |
| CCRF-CEM | 30 | 98 | 101 | -2.2* | 151 | 109 |
| RPMI-8226 | 29 | 101 | 91 | 68 | 99 | 105 |
| EKVX | 38 | . | 100 | 95 | 96 | 92 |
| HOP-62 | 50 | 96 | 101 | 99 | 108 | 68 |
| M14 | 67 | 108 | 99 | 98 | 106 | 104 |
| HOP-92 | 23 | 106 | 118 | 68 | 95 | 91 |
| A549/ATCC | 49 | 99 | 102 | 96 | 103 | 105 |
| MOLT-4 | 35 | 110 | 103 | 103 | 124 | 103 |

13) O=c1[nH]ccc2nc(N3CCC(O)CC3)nc(Nc3cccc(C(F)(F)F)c3)c12
14) NS(=O)(=O)c1ccc(NC(=O)c2ccccc2C(=O)O)cc1
15) COc1ccc2[nH]c(O)c(/C=c3/ccc4c(c3)N=C(c3ccc(C(F)(F)F)cc3)N=4)c2c1
16) COc1ccc(Cn2c(Br)c3c(c2-c2cc(OC)c(OC)c(OC)c2)CCc2sc(N)nc2-3)cc1
17) O=S(=O)(NCCCNc1cc(-c2c(-c3cccc(O)c3)nc3sccn23)ccn1)c1ccc(F)cc1
18) Cc1ccc2c(c1)-c1cc(C)nn1-c1ccc(C#N)cc1O2

| screen / no. | 13 | 14 | 15 | 16 | 17 | 18 |
| --- | --- | --- | --- | --- | --- | --- |
| CCRF-CEM | 13 | 159 | 23 | 3.5* | 42 | 46 |
| RPMI-8226 | 63 | 117 | 77 | 21 | 37 | 54 |
| EKVX | 83 | 108 | 82 | . | 74 | 66 |
| HOP-62 | 93 | 97 | 100 | 41 | 114 | 52 |
| M14 | 39 | 105 | 90 | 12 | 83 | 40 |
| HOP-92 | 105 | . | 72 | . | 109 | 69 |
| A549/ATCC | 53 | 102 | 66 | 19 | 91 | 52 |
| MOLT-4 | 1.2* | 94 | 48 | 8.5* | 53 | 50 |

19) CCNc1nc2cc(Nc3ccnc4cc(Cl)ccc34)ccc2o1
20) C#CCNC(=O)c1cc(C(=O)c2ccccc2)n2ccc(C)cc12
21) CCN(Cc1cccc(S(=O)(=O)O)c1)c1ccc(C(=C2C=CC(=[N+](CC)Cc3cccc(S(=O)(=O)O)c3)C=C2)c2ccc(O)c(S(=O)(=O)O)c2)cc1
22) CCOC(=O)Cc1cnn(C)c1-n1c(-c2ccccc2)nc2cc(Cl)ccc2c1=O
23) O=S(=O)(O)c1ccc(-c2nc3ccccc3[nH]2)cc1
24) FC(F)(F)c1cc(-c2ncc(-c3cc(C(F)(F)F)cc(C(F)(F)F)c3)c(NC3CCCCCC3)n2)cc(C(F)(F)F)c1

| screen / no. | 19 | 20 | 21 | 22 | 23 | 24 |
| --- | --- | --- | --- | --- | --- | --- |
| CCRF-CEM | 77 | 96 | 104 | 92 | 106 | 93 |
| RPMI-8226 | 81 | 94 | 104 | 102 | 106 | 96 |
| EKVX | 86 | 96 | 118 | 102 | 112 | . |
| HOP-62 | 75 | . | 97 | 97 | 97 | 102 |
| M14 | 61 | 111 | 111 | 97 | 102 | 102 |
| HOP-92 | 57 | 86 | 90 | 92 | 97 | . |
| A549/ATCC | 68 | 88 | . | 94 | 85 | 88 |
| MOLT-4 | . | 86 | 109 | 92 | 98 | 102 |

25) O=C(Oc1c(Cl)c(Cl)c(Cl)c(Cl)c1Cl)C1CCCN1C(=O)OCc1ccccc1 (configuration not stated)
26) COC(=O)c1c(C(=O)OC)c2n(CC(=O)Nc3cccc4cccnc34)c3ccccc3n2c1C(=O)c1ccc(Cl)cc1
27) CCOC(=O)C(Cc1ccccc1)n1c(O)c(C=Nc2cc(Cl)ccc2OC)sc1=S (configuration not stated)
28) CCCCCCCCCCCC(=O)OCCP(=O)(OCC)OCC
29) CCc1ccccc1-n1c(=O)c(C#N)c(-c2cc(OC)c(OC)c(OC)c2)c2c(N)[nH]nc21
30) C=CCN(CC=C)C(=O)Nc1cccc(C)c1

| screen / no. | 25 | 26 | 27 | 28 | 29 | 30 |
| --- | --- | --- | --- | --- | --- | --- |
| CCRF-CEM | 11 | 103 | 84 | 101 | 90 | 109 |
| RPMI-8226 | 6.3* | . | 82 | 106 | 95 | 106 |
| EKVX | . | 101 | . | 100 | 94 | . |
| HOP-62 | 60 | 100 | 96 | 102 | 99 | 116 |
| M14 | 79 | 104 | 92 | 103 | 94 | 107 |
| HOP-92 | -0.6* | 99 | 102 | 92 | 91 | . |
| A549/ATCC | 17 | 102 | 92 | 99 | 107 | 117 |
| MOLT-4 | 15 | 93 | 75 | 98 | 116 | 119 |

31) CC(c1ccccc1)N(C)C (configuration not stated)
32) COc1ccccc1/C=N\O
33) C#CCOc1ccc(C(Nc2ccc(F)cc2F)c2nnnn2C2CCCCC2)cc1 (configuration not stated)
34) Nc1c(C(=O)c2ccccc2)sc2nc(-c3cccs3)ccc12
35) COc1cc(NCCCCCCN)c2ncccc2c1
36) CSC1=Nc2c(c(C)c(-c3ccccc3)n2CCCCCC(=O)O)C2=NC(=O)CN12

| screen / no. | 31 | 32 | 33 | 34 | 35 | 36 |
| --- | --- | --- | --- | --- | --- | --- |
| CCRF-CEM | . | 104 | 88 | 19 | 56 | 95 |
| RPMI-8226 | 155 | 110 | 94 | 21 | 95 | 87 |
| EKVX | 122 | 103 | 79 | 61 | 118 | 110 |
| HOP-62 | 88 | 108 | 90 | 45 | 112 | 98 |
| M14 | 92 | 102 | 98 | 30 | 98 | 100 |
| HOP-92 | 111 | 102 | 87 | 70 | 91 | 81 |
| A549/ATCC | 106 | 102 | 85 | 20 | 100 | 79 |
| MOLT-4 | 84 | 95 | 78 | 28 | 88 | 100 |

The final 2 records of the part before lead into the next:
35) COc1cc(NCCCCCCN)c2ncccc2c1
36) CSC1=Nc2c(c(C)c(-c3ccccc3)n2CCCCCC(=O)O)C2=NC(=O)CN12
37) C=C[C@@H]1C[C@@H]2Cc3ccccc3N1O2
38) O=c1[nH]c(-c2ccccc2)nc2[nH]ccc12
39) CCCCCCCCc1ccc(C(=O)Nc2ccc(C)cc2C(=O)O)cc1C
40) CSc1nc(Cl)c(C#N)c(-c2ccc(Cl)cc2)n1
41) COc1ccc(CCNC2=CC(=O)CCC2)cc1OC
42) CN(C)c1ccc(/C=C/c2nc3ccccc3nc2NNC(=O)Nc2cccc(Cl)c2)cc1

| screen / no. | 35 | 36 | 37 | 38 | 39 | 40 | 41 | 42 |
| --- | --- | --- | --- | --- | --- | --- | --- | --- |
| CCRF-CEM | 56 | 95 | -50* | 96 | 80 | 74 | 102 | 79 |
| RPMI-8226 | 95 | 87 | 85 | 109 | 83 | 100 | 107 | 85 |
| EKVX | 118 | 110 | 99 | 105 | 88 | 104 | 110 | 71 |
| HOP-62 | 112 | 98 | 97 | 109 | 96 | 102 | 104 | 72 |
| M14 | 98 | 100 | 102 | 98 | 100 | 93 | 104 | 42 |
| HOP-92 | 91 | 81 | 126 | 103 | 99 | 99 | 93 | 77 |
| A549/ATCC | 100 | 79 | 96 | 96 | 86 | 98 | 105 | 76 |
| MOLT-4 | 88 | 100 | 29 | 98 | 91 | 72 | 76 | 67 |

A second format for part of the listing above.
Below each compound – CCRF-CEM	RPMI-8226	EKVX	HOP-62	M14	HOP-92	A549/ATCC	MOLT-4
(32) COc1ccccc1/C=N\O
 : 104	110	103	108	102	102	102	95
(33) C#CCOc1ccc(C(Nc2ccc(F)cc2F)c2nnnn2C2CCCCC2)cc1 (configuration not stated)
 : 88	94	79	90	98	87	85	78
(34) Nc1c(C(=O)c2ccccc2)sc2nc(-c3cccs3)ccc12
 : 19	21	61	45	30	70	20	28
(35) COc1cc(NCCCCCCN)c2ncccc2c1
 : 56	95	118	112	98	91	100	88
(36) CSC1=Nc2c(c(C)c(-c3ccccc3)n2CCCCCC(=O)O)C2=NC(=O)CN12
 : 95	87	110	98	100	81	79	100
(37) C=C[C@@H]1C[C@@H]2Cc3ccccc3N1O2
 : -50*	85	99	97	102	126	96	29
(38) O=c1[nH]c(-c2ccccc2)nc2[nH]ccc12
 : 96	109	105	109	98	103	96	98
(39) CCCCCCCCc1ccc(C(=O)Nc2ccc(C)cc2C(=O)O)cc1C
 : 80	83	88	96	100	99	86	91
(40) CSc1nc(Cl)c(C#N)c(-c2ccc(Cl)cc2)n1
 : 74	100	104	102	93	99	98	72
(41) COc1ccc(CCNC2=CC(=O)CCC2)cc1OC
 : 102	107	110	104	104	93	105	76
(42) CN(C)c1ccc(/C=C/c2nc3ccccc3nc2NNC(=O)Nc2cccc(Cl)c2)cc1
 : 79	85	71	72	42	77	76	67

(further entries)
43) COc1cccc2c1CCCC2(C)C
44) COc1cc(C2C=C(c3ccccc3)Nc3nc(SC)[nH]c(=O)c32)ccc1Oc1ccnc2cc(Cl)ccc12 (configuration not stated)
45) C/C(=N/N)c1ccc(Br)cc1
46) CC(C)(C)c1ccc(C(=O)Nc2sc3c(c2C(N)=O)CCC(=O)C3)cc1
47) O=C(O)CCCC1CCc2ccccc2C1 (configuration not stated)
48) CCN(CC)Cc1cc(OC(=O)c2ccccc2)cc(C(=O)OC)c1

| screen / no. | 43 | 44 | 45 | 46 | 47 | 48 |
| --- | --- | --- | --- | --- | --- | --- |
| CCRF-CEM | 92 | 73 | 99 | 1.5* | 104 | 108 |
| RPMI-8226 | 97 | 74 | 109 | . | 105 | 108 |
| EKVX | . | 83 | 94 | 5.6* | 115 | 98 |
| HOP-62 | 100 | 112 | 112 | 26 | 103 | 109 |
| M14 | 100 | 88 | 110 | -49* | 106 | 110 |
| HOP-92 | . | 88 | 96 | -23* | . | 93 |
| A549/ATCC | 92 | 67 | 97 | 15 | 103 | 101 |
| MOLT-4 | 97 | 67 | 103 | 4.2* | 108 | 106 |

49) O=C(C=C=Nc1ccccc1)C(=O)N=C=Cc1ccccc1
50) COC(=O)N[C@H](C(=O)N[C@@H](Cc1ccccc1)[C@@H](O)CN(Cc1ccc(-c2ccccc2)cc1)NC(=O)[C@@H](NC(=O)OC)C(C)(C)C)C(C)(C)C
51) BrCc1ccc(-c2ccccc2)cc1
52) CN1c2nc3ccccc3nc2SC1Nc1ccccc1 (configuration not stated)
53) N#C/C(=C\c1ccc([N+](=O)[O-])s1)c1nc2cc(Br)ccc2s1
54) O=[N+]([O-])c1ccc2c(c1)Sc1ccccc1N2CCCCCl
55) CCOc1ccnc(OCC)n1
56) N#C/C(=C\c1ccc(-c2cccc(Cl)c2)o1)c1ccc(F)cc1
57) Nc1cc2c3c(cccc3c1)C(=O)N(CCN1CCCC1)C2=O

| screen / no. | 49 | 50 | 51 | 52 | 53 | 54 | 55 | 56 | 57 |
| --- | --- | --- | --- | --- | --- | --- | --- | --- | --- |
| CCRF-CEM | -35* | . | 81 | 97 | -19* | 80 | 99 | 106 | 29 |
| RPMI-8226 | -59* | 302 | 79 | 104 | -43* | 79 | 104 | 95 | 7.7* |
| EKVX | 73 | 111 | 108 | 84 | -31* | 89 | 111 | 80 | 73 |
| HOP-62 | 90 | 105 | 125 | 100 | -36* | 87 | 113 | 100 | 44 |
| M14 | 44 | 88 | 93 | 118 | -82* | 100 | 100 | 93 | 49 |
| HOP-92 | . | 137 | 127 | 82 | -55* | 90 | 87 | 105 | 28 |
| A549/ATCC | 80 | 97 | 93 | 97 | 5.9* | 85 | 97 | 110 | 15 |
| MOLT-4 | -16* | 67 | 93 | 104 | -19* | 84 | 105 | 95 | . |
